# Bioassay records as filed in PubChem BioAssay.
# VLA-4 inh = inhibition in human VLA-4 binding assay, primary screen, VLA-4 allosteric modulator project, MLPCN library, flow cytometry, VLA-4 expressing cells; ligand binding flow cytometry; inhibition, % (about 7 µM as worked out from the volumes in the protocol); actives 0.2% (n = 330,000); Integrin alpha-4 (Homo sapiens), P13612; AID 2557, 2010; in the data active means inhibition above about 50%
# AGP1 TOR yeast = modulators of AGP1-GFP expression in yeast TOR pathway, primary screen, cell-based, multiplex flow cytometry, S. cerevisiae, MLPCN library; 3 h; GFP as percent of DMSO wells; actives 0.02% (n = 320,000); AID 2066, 2009; GFP response vs DMSO, % at 10 µM;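 active means GFP response relative to DMSO above a set limit, near screen average plus 3 SD, cut at about 150% in these data; inconclusive means fewer than 70 cells counted for the yeast strain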;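 further: median GFP channel fluorescence of the gated AGP1 strain per well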
# MEX-5 binding = MEX-5 zinc finger RNA-binding disruptors – biochemical, C. elegans, fluorescence polarization, MLPCN library, primary screen. Zinc finger protein mex-5 (Caenorhabditis elegans), Q9XUB2. MEX-5/FITC-TCR2 RNA binding; stronger effect = lower value. activity score (negative = inhibition of binding), % at 10 µM. actives 0.38% (n = 300,000). AID 1832, 2009;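 active means inhibition past about -25% in most replicates, and total fluorescence under double the plate's negative control median, limit read from the data; inconclusive means replicates evenly split on the limit, or fluorescence at least double controls; inactive means too little inhibition in most replicates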;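 further: 0% = DMSO and -100% = 5 µM competing unlabeled TCR2 RNA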
# MCL1-BIM inh = inhibitors of MCL1 binding to BIM-BH3, primary screen, biochemical, fluorescence polarization; Induced myeloid leukemia cell differentiation protein Mcl-1 (Homo sapiens), Q07820; GST-MCL1 / FITC-Bim-BH3 fluorescence polarization; inhibition, % at 10.9 µM; actives 0.68% (n = 320,000); AID 2057, 2009;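 active means inhibition above the mean inhibition of all tested compounds plus 3 SD, set per campaign, cut at about 40% in these data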;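 further: 0% = DMSO wells and 100% = unlabeled Bim-BH3 peptide control; higher means more loss of mP so more displacement of Bim peptide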
# Target sequence (Q07820 whole entry, looked up): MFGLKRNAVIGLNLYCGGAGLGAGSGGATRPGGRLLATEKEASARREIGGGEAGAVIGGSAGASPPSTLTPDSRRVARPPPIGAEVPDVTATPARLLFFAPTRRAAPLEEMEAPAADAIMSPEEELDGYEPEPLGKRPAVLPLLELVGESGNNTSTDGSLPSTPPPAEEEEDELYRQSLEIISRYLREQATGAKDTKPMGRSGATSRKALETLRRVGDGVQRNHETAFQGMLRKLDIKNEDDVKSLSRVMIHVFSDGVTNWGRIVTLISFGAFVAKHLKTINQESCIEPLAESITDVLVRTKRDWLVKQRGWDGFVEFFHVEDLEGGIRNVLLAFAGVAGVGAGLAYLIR
# Bcl-xL primary = inhibitors of human Bcl-xL, primary screen, biochemical, fluorescence polarization, HTS; GST-Bcl-xL / FITC-Bim BH3 peptide fluorescence polarization; actives 0.7% (n = 320,000); inhibition, % at 10.9 µM; Bcl-2-like protein 1 (Homo sapiens), Q07817;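 active means inhibition above the mean of all tested compounds plus 3 SD, cutoff set per campaign, cut at about 30% in these data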;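 further: 0% = DMSO wells and 100% = unlabeled Bim-BH3 peptide competitor; inhibitors lower millipolarization by displacing the labeled peptide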
# Fam108B counter = mouse Fam108B serine hydrolase inhibitors, primary screen, counter-screen for RBBP9 inhibitor project, biochemical, fluorescence polarization | actives 0.33% (n = 300,000) | recombinant Fam108B, FP-Rh probe fluorescence polarization | inhibition, % at 9.51 µM;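 active means inhibition above the screen mean inhibition plus 3 SD, computed separately per campaign, cut at about 18% in these data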;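 further: inhibitors lower polarization as less probe binds the enzyme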
# GRK2 aptamer HTS = compounds blocking aptamer binding on GRK2 – biochemical, human GRK2, bead flow cytometry, HTS, primary screen; FAM-aptamer displacement from GRK2; Beta-adrenergic receptor kinase 1 (Homo sapiens), P25098; inhibition of aptamer binding, % at 10 µM; actives 0.59% (n = 330,000);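 active means inhibition of aptamer binding above 40%, roughly 3 SD of noise, on plates passing a quality check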;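 further: median bead fluorescence of bound FAM aptamer so fluorescent compounds give negative values; no value below 0 was filed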
# Target sequence (P25098 whole entry, looked up): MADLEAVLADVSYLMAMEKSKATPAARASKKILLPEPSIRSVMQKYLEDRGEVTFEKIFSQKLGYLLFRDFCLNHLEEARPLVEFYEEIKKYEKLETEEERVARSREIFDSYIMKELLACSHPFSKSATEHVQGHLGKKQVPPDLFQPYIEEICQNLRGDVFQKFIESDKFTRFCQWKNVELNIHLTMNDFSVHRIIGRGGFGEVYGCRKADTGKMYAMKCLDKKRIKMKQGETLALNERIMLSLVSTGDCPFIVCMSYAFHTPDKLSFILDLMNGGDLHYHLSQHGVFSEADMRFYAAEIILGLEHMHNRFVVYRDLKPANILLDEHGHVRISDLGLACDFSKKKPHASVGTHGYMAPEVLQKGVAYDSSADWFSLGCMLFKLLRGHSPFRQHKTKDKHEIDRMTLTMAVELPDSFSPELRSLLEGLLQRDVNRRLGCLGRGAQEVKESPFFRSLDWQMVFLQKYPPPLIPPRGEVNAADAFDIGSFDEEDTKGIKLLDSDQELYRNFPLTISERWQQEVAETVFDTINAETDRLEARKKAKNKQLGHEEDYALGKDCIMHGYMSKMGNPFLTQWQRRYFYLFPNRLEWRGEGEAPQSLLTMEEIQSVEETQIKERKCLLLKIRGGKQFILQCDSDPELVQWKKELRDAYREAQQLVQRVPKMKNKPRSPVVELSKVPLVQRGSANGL
# GLD-1 TGE inh = GLD-1/TGE RNA complex disruptors, primary screen, biochemical, fluorescence polarization. purified GLD-1 + fluorescein TGE RNA. inhibition, % at 5.96 µM. actives 0.44% (n = 320,000). AID 2280, 2010;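 active means percent inhibition above a per-plate cutoff, the plate mean of test compounds plus 3 SD, cut at about 30% in these data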;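 further: 0% = DMSO wells with GLD-1 and probe and 100% = wells lacking GLD-1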
# CIT2 TOR yeast = modulators of CIT2-GFP expression in yeast, primary screen, S. cerevisiae, GFP fusion, multiplex flow cytometry, MLPCN library. S. cerevisiae CIT2-GFP strain, 3 h; 100 means same as DMSO wells. GFP response vs DMSO, % at 10 µM. actives 0.065% (n = 320,000). AID 2029, 2009;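 active means GFP response relative to DMSO above a set limit, near the screen mean plus 3 SD, cut at about 150% in these data; inconclusive means Fewer than 70 cells measured for a yeast strain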;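 further: ratio of well median GFP fluorescence to mean of DMSO wells on the plate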
# An asterisk follows results filed as active; i = inactive; u = inconclusive; x = not tested or not shown; [ ] = remark or other dose.
SMILES,VLA-4 inh,AGP1 TOR yeast,MEX-5 binding,MCL1-BIM inh,Bcl-xL primary,Fam108B counter,GRK2 aptamer HTS,GLD-1 TGE inh,CIT2 TOR yeast
O=C(N/N=C/c1cccc(F)c1)c1csc2c1CCCC2,2,98,1.3,-1,-2,-4,1,-6,82
CN(C)c1ccc(/C=N/NC(=O)c2ccc(CN3CCOCC3)cc2)cc1Br,16,103,-2.8,-5,2,5,3,-2,99
COc1ccc(CCNC(=S)Nc2cc(C)cc(C)c2)cc1,-9,91,-1.3,10,2,0,4,1,93
Cc1cccc(-c2noc(CN(C(=O)CCc3ccccc3)C(C)C)n2)c1,2,99,-0.2,2,1,0,2,-1,99
Cc1cc(C)cc(Oc2coc3cc(OC(=O)c4cccs4)ccc3c2=O)c1,12,x,-0.9,-9,-2,-9,0,1,103
CS(=O)(=O)N1CCC(c2noc(-c3ccc(C(F)(F)F)cc3)n2)CC1,-8,103,-1.0,0,1,2,1,-2,108
O=C(N/C(=C/c1ccco1)C(=O)N1CCCCC1)c1cccs1,-2,104,-0.5,8,10,-3,0,10,105
COc1ccc(-n2nc3c(c2NC(=O)C2CC2)CS(=O)C3)cc1 (centres undefined),2,95,-1.7,-2,-3,7,2,4,98
Nc1ncnc2c1nc(Br)n2[C@@H]1O[C@@H]2COP(=O)(O)O[C@H]2[C@H]1O,54*,95,1.8,-3,4,-4,5,1,86
Cc1cc(Cl)ccc1OCCCC(=O)NCCc1nnc2ccccn12,-13,92,1.0,3,5,10,6,3,104
CCN(CC)CCNC(=O)C(=O)Nc1cc2c3c(c1)CCC(=O)N3CCC2,14,110,-0.2,8,4,2,2,3,112
CO/N=C(\CS(=O)(=O)Cc1ccc(OC)cc1)c1ccc(Cl)cc1,-9,105,-0.2,11,8,1,0,5,98
CCOC(=O)C1=C(C)NC2=C(C(=O)CCC2)C1c1cn(Cc2ccc(Cl)cc2Cl)nc1-c1ccccc1 (centres undefined),4,102,-0.4,4,1,-4,0,-5,96
Cc1ccccc1C(=O)N1CCN(c2ccc(NC(=O)CSc3ccc(Cl)cc3)cc2)CC1,8,95,-0.4,-1,3,2,4,4,98
Cc1cc(=O)nc2c3ccccc3n(CC(=O)NCCCN3CCCCC3C)n12 (centres undefined),4,93,-0.5,0,2,0,0,-6,96
COc1ccc(Cc2n[nH]c(=S)n2C)cc1Br,-5,99,1.4,-9,-13,3,1,0,x
Cc1cn([C@@H](CCCCNC(=O)OC(C)(C)C)C(=O)NCCCCCCCCCCC(=O)N2CCN(C(=O)OC(C)(C)C)CC2)nn1,-7,102,x,3,3,0,4,6,96
CCCCn1c(N)c(N(CCOC)C(=O)c2cccc(-n3cnnn3)c2)c(=O)[nH]c1=O,-1,108,-0.9,-4,-2,-3,0,8,108
CCOC(=O)[C@H]1[C@H]2COc3ccc(OC)cc3[C@@H]2N2C(=O)CN(CCc3c[nH]c4ccccc34)C(=O)[C@@]12C,-2,97,x,-4,3,x,0,0,96
COc1ccc(C(=O)O)cc1S(=O)(=O)N(CCc1ccccc1)Cc1ccccc1,-1,100,-1.9,7,5,-8,3,-9,88
O=C1NC(=O)C(c2cn(-c3ccccc3)nc2-c2ccc(F)cc2)N1 (centres undefined),0,101,1.7,-4,-3,-3,0,2,95
O=C(COc1ccc2c(-c3ccccc3)cc(=O)oc2c1)NCCCN1CCOCC1,8,90,1.4,3,7,-1,3,-1,96
CCCc1nc(SCC(=O)c2ccccc2)c2c(=O)n(C)c(=O)n(C)c2n1,29,98,3.6,-2,-1,-2,0,-2,95
COc1ccc(C(=O)NCC(=O)N/N=C(C)\C=C\c2ccccc2)cc1OC,-7,113,-3.7,5,8,-4,0,3,111
CC(C)(NO)/C(=N\O)c1ccccc1,1,97,-0.3,-1,0,5,2,10,95
Cc1ccc(S(=O)(=O)N2CCOC2CNC(=O)C(=O)NCCN2CCOCC2)cc1 (centres undefined),12,101,0.5,2,0,-1,5,0,108
CCC(=O)Nc1cccc(NC(=O)CSc2nc3c(c(=O)n(C)c(=O)n3C)n2C)c1,3,95,0.6,3,6,-2,3,4,96
CCOC(=O)c1c(NCC(C)C)c2ccccc2[nH]c1=O,0,100,1.1,7,2,3,0,-1,103
O=C(NCc1cccnc1)c1ccc(=O)oc1,14,103,0.4,5,6,-1,0,3,95
Cc1ccc(Cn2c(=O)c3c(nc4n3CCCN4Cc3ccccc3)n(C)c2=O)cc1,24,103,-1.4,-5,3,13,1,8,95
CC(C)c1ccccc1NC(=O)c1ccccc1NC(=O)C1CCCCC1,6,99,2.5,-2,4,-1,3,5,103
CCOC(=O)C1CCC/C1=N\NC(=O)CN(c1cc(OC)ccc1OC)S(=O)(=O)c1ccccc1 (centres undefined),4,107,1.0,4,4,-2,1,3,104
C[C@H](NC(=O)OCc1ccccc1)C(=O)NNC(=O)[C@H](C)NC(=O)OCc1ccccc1,26,88,-0.6,1,5,5,1,2,89
C=CCOc1ccc(/C=C/C(=O)OCC(=O)NC2CCCCCCC2)cc1,-3,94,-2.5,-1,-1,3,1,-3,94
CCC(C)c1ccccc1OCCCNC1CCCC1 (centres undefined),4,101,0.5,-1,2,0,0,7,102
CC(C)NC(=O)Cn1c(=O)c2c(ncn2Cc2ccccc2)n(Cc2ccccc2)c1=O,0,103,-1.6,-2,-5,1,1,16,110
CCOC(=O)C1(Cc2ccccc2)CCCN(C(=O)c2cn[nH]c2)C1 (centres undefined),23,94,2.6,8,4,-2,2,0,99
COCCCNC(=O)c1cccs1,6,82,1.8,5,7,3,3,9,72
CCOc1ccccc1Nc1nnc(SCC(=O)Nc2ccc3[nH]c(=O)[nH]c3c2)s1,1,103,2.7,5,2,8,0,-2,75
Cc1cc(C(=O)NCC(=O)OCC(=O)Nc2ccc(OC(F)F)cc2)ccc1[N+](=O)[O-],-43,x,1.1,4,7,2,0,6,x
CCCCn1c(N)c(N(CC(C)C)C(=O)c2cccc(S(=O)(=O)N3CCCCC3)c2)c(=O)[nH]c1=O,5,99,4.0,-6,-1,-3,5,1,92
O=c1c2ccccc2oc2cc(NCCCn3ccnc3)ccc12,-1,101,-14,-1,2,0,0,5,97
CCc1cc(=O)oc2c(C)c(OCC(=O)N3CCCc4ccccc43)ccc12,-6,u,-0.9,-4,-3,-2,0,2,u
c1ccc(-c2ccccc2OCCOCCN2CCCCC2)cc1,-2,96[may fluoresce red],-1.0,4,3,3,0,-1,93[may fluoresce red]
COc1ccc(CCNC(=O)CCCc2ccccc2)cc1OC,14,104,-0.6,4,6,1,3,2,104
O=c1oc2ccccc2c(N2CCC(c3ccccc3)CC2)c1[N+](=O)[O-],7,99,1.2,-3,7,2,2,-2,97
Cc1cc(Cl)ccc1OCC(=O)N/N=C1\CC2C=CCC12 (centres undefined),4,106,1.0,1,-3,-2,0,0,104
COc1cc(/C=N/NC(=O)c2nonc2N)cc(OC)c1OC,6,100,2.0,7,2,0,0,-1,98
Cc1cc(=O)oc(C)c1C(=O)OCC(=O)c1ccc(Br)cc1,-1,91,1.1,0,-2,5,3,-6,91
CCC(CC)C(=O)Nc1nnc(SCC(=O)NC(C)(C)C)s1,15,95,0.1,-9,2,2,0,3,97
# (continued)
SMILES,VLA-4 inh,AGP1 TOR yeast,MEX-5 binding,MCL1-BIM inh,Bcl-xL primary,Fam108B counter,GRK2 aptamer HTS,GLD-1 TGE inh,CIT2 TOR yeast
Cc1cc([N+](=O)[O-])nn1CC(=O)Nc1cc(F)ccc1F,-9,111,-1.6,-2,3,0,1,1,110
CN(C)S(=O)(=O)c1cccc(-c2csc(N/N=C/c3ccco3)n2)c1,5,95,-1.0,-6,5,3,0,0,88
C=CCc1cccc(/C=N/NC(=O)CCC(=O)Nc2ccc(F)cc2)c1O,-9,x,1.6,10,2,-2,0,4,x
O=C(COC(=O)[C@H](Cc1ccccc1)NC(=O)c1ccco1)NC(c1ccccc1)c1ccccc1,14,106,1.2,2,4,-5,5,6,108
O=S(=O)(c1ccccc1)N1CCN(c2ccccc2)CC1,-2,113,-1.0,12,7,-6,3,-4,96
COc1ccc(/C=C2\N=C(C(C)(C)C)OC2=O)c(OC)c1,8,96,-7.1,4,-2,-2,1,-5,94
c1ccc(SCCOCCN2CCOCC2)cc1,6,95,0.4,11,-2,-3,2,-7,98
O=C(C1COc2ccccc2O1)N1CCCCC1 (centres undefined),12,97,x,-4,-2,x,0,4,93
C[C@H]1CCC(=O)N(CCSc2ccc(Br)cc2)CC1,4,94,x,6,0,x,2,3,97
O=C(CN1CCc2ccccc21)NN1CC(=O)N(c2ccccc2)CC1=O,-7,113,1.6,7,5,-1,0,0,109
Cc1ccc2nc(C3CCCN3Cc3nc(CCC(C)C)no3)[nH]c2c1 (centres undefined),-4,112,x,-1,5,3,0,4,111
COC(=O)C1Cc2c([nH]c3ccccc23)C2(CCN(Cc3ccccc3)CC2)N1 (centres undefined),5,100,-1.8,-2,4,0,0,-5,106
CCCCN1CCc2c([nH]c3ccc(C)cc23)C1=O,3,97,0.9,3,11,-4,4,-3,103
COc1ccc2[nH]cc(CCNC(=S)NC3CCCC3)c2c1,2,113,-5.5,8,6,1,0,4,99
Cc1ccc(-c2noc(CSc3ccccc3)n2)cc1,6,98,0.7,6,3,-5,1,5,101
O=[N+]([O-])c1ccccc1CN1CCN(c2ncccn2)CC1,0,106,0.6,0,10,1,1,5,106
Cc1cccc(-n2ncc3c2CCCC3NC(=O)CCCN2CCCCC2=O)c1C (centres undefined),-2,100,1.4,-10,-1,-6,0,3,98
N#Cc1c(-c2ccc(C(F)(F)F)cc2)cc(-c2ccccc2)[nH]c1=S,14,98,-0.1,10,10,0,2,0,92
CCCN(CC(=O)Nc1ccccc1OC)C(=O)C1=COCCO1,-11,105,x,13,4,x,2,-5,98
O=C(Nc1ccncc1)C1CCN(S(=O)(=O)c2c(Cl)cccc2Cl)CC1,8,98,0.1,-6,-4,2,1,-4,89
Cc1ccc(-n2cc(CN3CCNC(=O)CC3)c(-c3ccc(F)cc3)n2)cc1,-4,99,-2.1,8,5,4,1,9,101
CC(C)C(=O)Nc1ccccc1-c1nc2ccccc2[nH]c1=O,-6,100,2.1,13,8,5,2,4,100
CN(CCOC(=O)c1cccc(Br)c1)C(C)(C)C,-10,106,-1.2,-1,6,8,0,4,104
CCOC(=O)c1[nH]c2ccccc2c1N=CN(CC)CC,3,x,1.8,6,0,-2,7,8,u
O=C(CN(CC1CCCO1)C(=O)CNS(=O)(=O)c1ccc(F)cc1)NCC1CCCO1 (centres undefined),-1,95,0.0,12,3,-1,0,-5,97
O=C(O)c1cccc(Nc2ccncc2[N+](=O)[O-])c1,i,106,-0.6,8,2,1,0,3,105
O=C(O)c1ccc(S(=O)(=O)c2ccccc2C(=O)O)c([N+](=O)[O-])c1,12,91,-0.7,6,9,-2,5,3,126
